FLuc modulator: firefly luciferase modulation, counter-screen for miR-21 project; P08659; purified FLuc, Km substrates, luminescence inhibition; Potency, µM (doses to about 57.5 µM), for the others: at the top dose activity change, negative = inhibition, hits mostly inhibitors; hit rate 6.9% among 360,000;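 note: potency is the fitted concentration of half-maximal effect; plate controls were vehicle for no effect and reference inhibitor for full effect; nearly all actives have a fitted effect of over 55% in size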
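Purified P. pyralis luciferase, 10 nM final, with Km-level 10 uM D-luciferin and 10 uM ATP in 50 mM Tris acetate pH 7.5, 10 mM Mg acetate, 0.01% Tween-20, 0.05% BSA; 6-point qHTS titration about 60 µM downward; luminescence read.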
Rab9 promoter act: activators of Rab9 promoter | Potency, µM (top dose mostly 9.22 µM), without a hit: at the highest dose activation, negative = inhibition, actives largely listed as activators | hit rate 2.8% among 320,000 | Huh7 Rab9 promoter-luciferase reporter, luminescence, 24 h; note: potency is the fitted concentration of half-maximal effect; % of control where 0% means no effect; nearly all actives have a fitted effect of over 60% in size
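Stable Rab9-luc Huh7, 1500 cells/well, 2 h settle; cmpd in DMSO, 24 h, 37 °C/5% CO2; luciferase reagent 10 min RT; luminescence.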
NPC1 prom act: NPC1 promoter activation. AID 485313. hit rate 2.4% among 320,000. Potency, µM (titrated, usually from 9.22 µM), for the others: top-dose activation, usual class: activators. Huh7 NPC1 promoter luciferase reporter, 24 h;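 note: potency is the fitted concentration of half-maximal effect; % of control where 0% means no effect; nearly all actives have a fitted effect of over 60% in size; reporter is driven by a mutant NPC1 promoter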
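Stable NPC1-promoter luciferase Huh7 line; cpd (DMSO) 24 h, 37 °C, 5% CO2; Amplite luciferase reagent 10 min RT; luminescence readout. qHTS format.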
ELG1 genotoxic: induces genotoxicity in HEK293T cells with luciferase-tagged ELG1; HEK293T ELG1-luciferase reporter, luminescence, 16 h; Potency, µM (series often up to 46 µM), for inactives: top-dose activity change, positive = activation, hits mostly activators; hit rate 1.3% among 330,000; note: potency is the fitted concentration of half-maximal effect; % of control where 0% means no effect; nearly all actives have a fitted effect of over 60% in size
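Reporter readout depends on ELG1 protein level, which increases with genetic stress. After 16 hr compound exposure at 37 °C, luciferase activity was quantified using ONE-Glo.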
BRCA1 expr act: BRCA1 expression activation; MCF7-BRCA1-FFLuc reporter, luminescence, 48 h; response scale: scaled: vehicle 0%, 10 µM genistein 100%; Potency, µM (doses to about 46.1 µM), without a hit: at the top dose activation, actives largely listed as activators; hit rate 1.1% among 380,000; AID 624202; note: potency is the fitted concentration of half-maximal effect; nearly all actives have a fitted effect of over 80% in size; some results filed as inactive show a strong effect at the top dose
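Activators of BRCA1 expression were detected as increased firefly luciferase luminescence in engineered MCF7 cells after 48 h compound incubation. Signals were scaled to genistein 10 microM as full activation.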
RORgamma inh: ROR gamma (mouse) transcription inhibition; P51450; Drosophila S2 Gal4-RORgamma UAS-luciferase reporter, 20 h; Potency, µM (titrated, usually from 53.6 µM), for the others: at the highest dose activity change, negative = inhibition, hits mostly inhibitors; hit rate 5.4% among 310,000; AID 2551; note: potency is the fitted concentration of half-maximal effect; % is set by controls: 0 for no effect and ±100 for the full control effect; nearly all actives have a fitted effect of over 60% in size
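A Gal4/UAS one-hybrid system in insect cells: metallothionein-promoter Gal4–ROR gamma fusion plus Photinus luciferase reporter. Copper sulfate 700 uM final, 20 hr ambient incubation, luminescent detection after 10 min with reagent.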
p53 reactivator: mutant p53 re-activation in reporter cells; H1299 p53-A138V BP100-luciferase reporter, luminescence, 24 h; Potency, µM (highest dose often 92.2 µM), for the others: at the highest dose activity change, positive = activation, hits mostly activators; hit rate 0.063% among 320,000; note: potency is the fitted concentration of half-maximal effect; % of control where 0% means no effect; nearly all actives have a fitted effect of over 45% in size
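p53-null H1299 cells stably carrying temperature-sensitive p53-A138V and a BP100-luciferase reporter were pinned with compounds (4-point, 1:5 series) and held 24 hrs at 37 deg C. Luminescence was read 10 min after detection reagent.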
Gal4-VP16 FLuc: Gal4-VP16 reporter inhibition counter-screen. Drosophila S2 Gal4-VP16 UAS-luciferase, luminescence, 20 h. Potency, µM (highest dose often 53.6 µM), without a hit: at the highest dose activity, negative = inhibition, actives largely listed as inhibitors. hit rate 3.5% among 310,000. AID 2546;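 note: Gal4-VP16 expression switched on by copper sulfate through the metallothionein promoter; potency is the fitted concentration of half-maximal effect; % is set by controls: 0 for no effect and ±100 for the full control effect; nearly all actives have a fitted effect of over 50% in size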
Menin MLL FP TR: displaces Texas Red mutant MLL peptide from human menin. O00255. Menin + Texas Red MLL mutant peptide, fluorescence polarization. Potency, µM (series often up to 61.6 µM), without a hit: at the top dose FP activity change, negative = inhibition, most hits filed as inhibitors. hit rate 0.23% among 270,000; active = well fitted inhibition curve with a large enough effect in the polarisation, with a control signal flat, not every such curve was filed as active; inconclusive = small, poorly fitted or top-dose-only effect, or effect the other way, or a change in a side signal; inactive = no such curve, though single readings can be large or run the other way; the % refers to the polarisation; note: potency is the fitted concentration of half-maximal effect; % of control where 0% means no effect; many of its hits are not listed in these tables
Target sequence (O00255 whole entry, looked up): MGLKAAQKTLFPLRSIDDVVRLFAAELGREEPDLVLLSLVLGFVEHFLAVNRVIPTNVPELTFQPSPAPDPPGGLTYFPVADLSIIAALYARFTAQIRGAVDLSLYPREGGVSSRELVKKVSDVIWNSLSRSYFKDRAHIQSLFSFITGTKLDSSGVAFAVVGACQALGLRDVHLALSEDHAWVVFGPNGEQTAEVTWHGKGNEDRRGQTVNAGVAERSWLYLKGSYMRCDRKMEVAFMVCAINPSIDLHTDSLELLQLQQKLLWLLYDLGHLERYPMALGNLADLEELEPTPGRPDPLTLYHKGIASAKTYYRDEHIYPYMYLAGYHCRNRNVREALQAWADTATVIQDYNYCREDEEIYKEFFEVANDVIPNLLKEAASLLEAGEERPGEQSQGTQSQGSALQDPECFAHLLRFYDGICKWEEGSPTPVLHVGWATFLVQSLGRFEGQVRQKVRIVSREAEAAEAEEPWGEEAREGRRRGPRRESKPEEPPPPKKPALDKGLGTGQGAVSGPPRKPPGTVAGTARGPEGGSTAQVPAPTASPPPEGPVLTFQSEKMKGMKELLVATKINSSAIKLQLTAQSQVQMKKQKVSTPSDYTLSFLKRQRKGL
PKM2 activator: PKM2 (human) enzyme activation | purified PKM2, Kinase-Glo ATP luminescence, activation; response scale: 0% is enzyme alone, no compound | Potency, µM (top dose mostly 57.5 µM), inactives show top-dose activation, most hits filed as activators | hit rate 0.34% among 260,000 | AID 1631; note: potency is the fitted concentration of half-maximal effect; % is set by controls: 0 for no effect and ±100 for the full control effect; nearly all actives have a fitted effect of over 55% in size
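hPK-M2, >95% pure; 0.1 mM ADP / 0.5 mM PEP final; imidazole pH7.2 buffer w/ 7 mM MgCl2, 50 mM KCl; 1 h RT; Kinase-Glo lum. Intermediate enzyme activity for dual inhibitor/activator qHTS.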
Giardia killer: kills Giardia lamblia | Giardia lamblia trophozoite viability | activity change, % at 7.66 µM, hits read low | hit rate 0.15% among 340,000; in the data active = activity change below about -80%; inconclusive = between about -30% and that limit;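 note: parasites exposed to compound for two days anaerobically before the ATP read; % is set by controls: 0 for no effect and ±100 for the full control effect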
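Luminescence from cellular ATP indicates surviving trophozoites (100 cells/well) following 48 hrs anaerobic compound treatment at 37 deg C; signal develops 15-30 min at room temperature.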
* hit, by the source's call; u = inconclusive; x = not tested or not shown; [ ] = dose if it differs, or a comment. Unless noted, calls come from the whole dose curve; as a rule, active = well fitted curve in the direction sought with a large enough effect; inconclusive = small, poorly fitted or top-dose-only effect, or another doubt; inactive = no such curve, though single readings can be large; an effect the other way counts as inactive or inconclusive. A portion of the library. The share of hits here may be higher or lower than overall.

SMILES | FLuc modulator | Rab9 promoter act | NPC1 prom act | ELG1 genotoxic | BRCA1 expr act | RORgamma inh | p53 reactivator | Gal4-VP16 FLuc | Menin MLL FP TR | PKM2 activator | Giardia killer
COc1cc(C(Nc2ccccn2)c2c(NC(=O)c3ccco3)sc(C)c2C)cc(OC)c1OC (centres undefined) | 2% | -1% | -4% | -2% | -36% | u | -3% | 17% | 10% | 2% | 9
Cc1cccc(C)c1OCCNC(=O)c1ccc2ccccc2n1 | -3% | -18% | -5% | -4% | -33% | 9% | -3% | 16%[10 µM] | -2% | -1% | 25
Cc1ccc(S(=O)(=O)N(C)c2ccc(C(=O)N3CCCCC3)cc2)cc1 | 4% | -12% | -1% | -7% | -1%[1.84 µM] | 37% | 0% | -13% | -7% | 1% | -5
CCOc1ccccc1N1CCN(C(=O)c2cccc(-c3ccc(O)cc3)c2)CC1 | -8% | 6% | -1% | -16% | -74% | 1% | -3% | 0% | -14% | 0% | 11
CN(C)C(=O)C1C2NC(=S)N(c3ccc(Cl)cc3)C1(C)Oc1ccc(Cl)cc12 (centres undefined) | -4% | -4% | 4% | 1% | -20% | 10µM* | 1% | u | -6% | 0% | 5
Cn1c(=O)[nH]c(=O)c2c1nc(CN1CCOCC1)n2Cc1ccccc1 | 5% | 1% | -3% | 2% | -16% | -1% | -1% | -1% | 5% | 0% | 13
COc1ccc2[nH]c(CN3CCN(CCC(C)C)C(CCO)C3)c(C)c2c1 (centres undefined) | 1% | 2% | -1% | 0% | -2% | -10% | -3% | 1% | -23% | -4% | -7
Cc1ccc(S(=O)(=O)N2CCOCC2)cc1C(=O)OC1CCCCC1=O (centres undefined) | 1% | -4% | -4% | 0% | 0% | -22% | u | 10% | 1% | -3% | 5
O=C(NCc1cccs1)c1ccc(Cl)c(S(=O)(=O)N2CCCC2)c1 | -2% | -1% | -3% | x | -4% | 12% | x | 6% | 2% | -24% | -17
C=CCNC(=S)N1CCN(c2cc3c(cc2F)c(=O)c(C(=O)O)cn3CC)CC1 | 1% | 0% | -2% | -12% | 0% | -14% | 5% | -11% | 28% | x | -12
COc1ccc(COC(=O)C2=C(C)NC(=O)NC2c2ccc(OC)cc2)cc1 (centres undefined) | -5% | -1% | 10% | -17% | -27% | 5% | -4% | -12% | -18% | -3% | -22
CC(C)Oc1ccc(Cn2c(=O)oc3ccccc32)cc1 | -2% | -3% | -1% | 4% | 5% | 13% | -4% | -19% | u | x | -2
CC(=O)Nc1ccccc1-c1nnn(CC(=O)Nc2ccc3c(c2)OCCO3)n1 | -18% | -5% | 0% | 0% | -20% | 18% | 4% | -1% | -16% | -7% | -10
O=C1CC[C@H](O)CCN1[C@H](CSc1ccc(Br)cc1)Cc1ccccc1 | -3% | -7% | -6% | -1% | 0% | x | -6% | x | x | x | 2
O=C1CN(C(=O)CNCc2cccc(Cl)c2)c2ccccc2N1 | 3% | -1% | -1% | 1% | 14% | 2% | -4% | 0% | x | 1% | 13
CC1(C)CC(=O)C(C=NCCN2CCNCC2)=C(O)C1 | 2% | -16% | -3% | -5% | -10% | 3% | -1% | 1% | -1% | 2% | 4
Cc1ccc(S(=O)(=O)NCC(=O)N2CCOCC2)cc1 | 0% | 25% | 0% | 2% | 0% | -23% | 3% | -5% | -8%[11.7 µM] | 7% | -18
CC1CCCN(C(=O)CSc2nc3ccccc3o2)C1 (centres undefined) | 17µM* | 3.2µM* | 2.5µM* | u | 8.9µM* | 5% | u | 0% | -30% | 6% | 9
CCn1c(Oc2ccccc2C)nc2c1c(=O)n(C)c(=O)n2C | 3% | 3% | -2% | -12% | -3% | u | 7% | 0% | -28% | -2% | 6
O=C(NCc1ccco1)c1ccc2c(=O)n(Cc3ccco3)c(SCC(=O)N3CCCC3)nc2c1 | 1% | 0% | -1% | 3% | -33% | 25% | -13% | -3% | -12% | 15% | 6
CCCn1nnnc1NCc1ccccc1OCc1cccs1 | 1% | -2% | -2% | 0% | -11% | 16% | 3% | 9% | 4% | 3% | 27
COc1ccccc1N(CC(=O)NCCSCc1ccco1)S(=O)(=O)c1ccccc1 | 2% | 2% | -5% | -37%[inhibitor] | 0% | 21% | -3% | -12% | -1% | x | 6
Nc1ccc(-c2nnc(-c3ccc(N)cc3)o2)cc1 | 3.4µM* | 3.5µM* | 3.5µM* | 16µM* | 5.6µM* | u | 20% | -28% | 22% | x | -20
CCCc1cc(=O)oc2cc(OC(=O)CN3C(=O)NC4(CCCC4)C3=O)ccc12 | -8% | 1% | -1% | -15% | -8% | x | -2% | x | x | x | -3
CC1CN(C(=O)CSc2nc(-c3ccc(F)cc3)cs2)CC(C)O1 (centres undefined) | -3% | 0% | -1% | -2% | -22% | 3% | -5% | 1% | -8% | 3% | -2
Cc1cc(NC(=O)CSc2nccn2-c2cccc(Cl)c2)no1 | 2% | 0% | -3% | -1% | -2% | 41% | 4% | 4% | 6% | -7% | 0
CC(=O)Nc1ccc(C(=O)COC(=O)CCc2ccccc2)c(F)c1 | -1% | -2% | -1% | -2% | -2% | x | 18% | x | x | x | -3
COc1ccc(/C=N/NC(=O)c2ccc(C)nc2)cc1O | -18% | -2% | 7% | -2% | 11% | 3% | -2% | 2% | -22% | 1%[11.5 µM] | -1
COc1ccc(CC(=S)N2CCOCC2)cc1F | 5% | -4% | -2% | 0% | 9% | 2% | 6% | 7% | 14% | 5% | -6
COc1ccc(OC)c(C2=NOC(C(=O)NCC3CCCO3)C2)c1 (centres undefined) | u | -3% | -1% | 1% | 1% | -34% | 7% | -3% | -13% | -1% | 18
CCn1cc(C(=O)NCCC2=CCCCC2)c(=O)c2cc(S(=O)(=O)N(C)C)ccc21 | 8% | -1% | -4% | -3% | -6% | u | -10% | -3% | 4% | 16% | -4
CN(CCOc1cccc2ccccc12)Cc1ccccc1 | 1% | -5% | 1% | -6% | 3% | 5% | x | -13% | -12% | 1%[11.5 µM] | -16
O=C(Nc1ccc(O)c2c(=O)cc(-c3cccc(Cl)c3)oc12)c1ccccc1Cl | -1% | -3% | -4% | u | -26% | -9% | 0% | 0% | x | 2% | -18
COCCCNC(=O)Nc1ccc(F)cc1F | 4% | -8% | -6% | 6% | 20% | -24% | 5% | 5% | 0% | 6% | -2
Cc1cccc(NC(=O)C(=O)NCC2CCCN2S(=O)(=O)c2cccs2)c1C (centres undefined) | -14% | -2% | -2% | u | -13% | x | -1% | x | x | x | -2
Cc1ccc(NC(=O)COC(=O)CCc2nc3ccccc3c(=O)[nH]2)cc1Cl | 2% | -5% | -7% | 2% | -14% | 24% | 0% | -9% | -5% | 0% | 5

Source: PubChem
